Bioassay records: PubChem, several laboratories
MITF TRPM1 HTS: activators of MITF-driven TRPM1 promoter reporter, primary screen, cell-based, SK-MEL-5, luciferase, single point. actives 0.75% (n = 300,000). activation, % at 12.5 µM. SK-MEL-5 TRPM1-promoter luciferase, 24 h; % of positive control, neutral wells = 0;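 active = mean activation of at least 80% with every replicate also reaching 80%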;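 note: 0% = neutral control wells and 100% = parthenolide positive control wells; values of inactives mirror those of a sister screen read the other way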
PvdQ acylase: P. aeruginosa PvdQ acylase inhibitors, primary screen, biochemical, fluorescence, plate reader and imaging, single point; AID 488965, 2010; inhibition, % at 10 µM; actives 0.063% (n = 340,000); purified PvdQ acylase; in the data active = inhibition above about 30%, passing the limit was not always enough;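 note: 0% = vehicle neutral wells and 100% = reference inhibitor wells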
Rtt109 Vps75: inhibitors of C. albicans Rtt109/Vps75 HAT, primary screen, biochemical, ThioGlo CoA-SH fluorescence, plate reader; purified Rtt109/Vps75, 4 h; inhibition, % at 34.9 µM; actives 0.16% (n = 330,000); AID 540336, 2011;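 active = inhibition of at least 50% in every replicate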
dFosB act: activators of delta FosB homodimer, primary screen, biochemical, fluorescence polarization, TAMRA-CDK5 oligo, single point; Protein FosB (Mus musculus), P13346; purified delta FosB; percent of positive-control signal above neutral wells; activation, % at 25 µM; actives 0.99% (n = 340,000); AID 493131, 2011;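 active = mean activation above about 17%, with every replicate also reaching it, limit read from the data, passing the limit was not always enough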;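 note: fluorescence polarization rise as delta FosB binds a TAMRA Cdk5 AP-1 oligo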
SR-BI DiI inh: inhibitors of SR-BI mediated HDL lipid uptake, primary screen, ldlA[mSR-BI] cells, fluorescence, single point | ldlA[mSR-BI] CHO cells, DiI-HDL uptake fluorescence, 3 h | inhibition, % at 12.5 µM | actives 0.96% (n = 320,000) | AID 488896, 2010;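 active = mean replicate inhibition of at least 70% and a set share of replicates each scoring 70 or more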;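 note: 0% = median of neutral control wells and 100% = median of positive control wells; values of inactives mirror those of a sister screen read the other way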
Target sequence (Q61009 whole entry, looked up): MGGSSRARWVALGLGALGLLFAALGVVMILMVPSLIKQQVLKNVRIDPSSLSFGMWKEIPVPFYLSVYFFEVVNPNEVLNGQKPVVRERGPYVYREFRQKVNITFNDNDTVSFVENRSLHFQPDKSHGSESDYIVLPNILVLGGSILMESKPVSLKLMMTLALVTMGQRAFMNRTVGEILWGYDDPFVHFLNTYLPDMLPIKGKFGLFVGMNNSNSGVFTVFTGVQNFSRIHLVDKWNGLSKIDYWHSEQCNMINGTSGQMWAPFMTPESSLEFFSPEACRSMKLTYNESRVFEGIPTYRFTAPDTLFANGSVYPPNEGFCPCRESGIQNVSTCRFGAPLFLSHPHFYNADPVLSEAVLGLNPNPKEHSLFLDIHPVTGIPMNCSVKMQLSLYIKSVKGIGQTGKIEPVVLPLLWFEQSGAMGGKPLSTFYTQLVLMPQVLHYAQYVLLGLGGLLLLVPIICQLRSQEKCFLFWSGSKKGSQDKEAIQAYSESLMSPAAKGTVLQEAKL
RTF Ca sens act: cardiac RTF calcium sensitivity activators, primary screen, biochemical, IANBD-TnC fluorescence, EC20 calcium; Troponin I, cardiac muscle (Homo sapiens) + Troponin T, cardiac muscle (Homo sapiens) + …; IANBD-labeled TnC RTF fluorescence at EC20 calcium; 0% EC20 calcium, 100% full calcium; activation, % at 7.2 µM; actives 0.24% (n = 340,000); AID 493008, 2010;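 active = activation above the mean over all tested compounds plus 3 SD, cut at about 30% in these data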;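 note: rise in fluorescence read as greater calcium sensitivity of cardiac thin filaments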
Wnt act: Wnt/beta-catenin pathway activators, primary screen, cell-based, plate reader, single point. Wnt/beta-catenin reporter cell assay, activator. activation, % at 9.35 µM. actives 1.2% (n = 300,000). AID 743398, 2014; in the data active = activation above about 30%, passing the limit was not always enough;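 note: 0% = neutral control wells and 100% = positive control wells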
SR-BI uptake up: activators of SR-BI mediated DiI-HDL uptake, primary screen, ldlA[mSR-BI] CHO cells, DiI fluorescence. 3 h; 100 = double the neutral-control signal. activation, % at 12.5 µM. actives 0.096% (n = 320,000). AID 504775, 2011;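 active = mean replicate activation of at least 60% and every replicate at or above 60%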;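 note: 0% = median plate neutral-control signal and 100% = twice that signal; values of inactives mirror those of a sister screen read the other way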
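System: CHO ldlA[mSR-BI] cells / Medium: HEPES-buffered (25 mM, pH 7.4) F12 plus 0.5% BSA / Probe or stimulus: labelled HDL, 10 µg/mL / Doses: single compound concentration, delivered by pin transfer / Schedule: 3 h, 37 °C / Measured by: DiI fluorescence, bottom read / Measure: cell-associated DiI fluorescence as measure of HDL uptake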
HTR5A ag: HTR5A agonists in luminescence cell assay, primary screen, counter-screen for OPRM1-OPRD1 heterodimer agonist project, full-deck HTS; cell-based; AID 504692, 2011; activation, % at 9.3 µM; 5-hydroxytryptamine receptor 5A (Homo sapiens), P47898; actives 0.61% (n = 340,000); in the data active = activation mostly above about 9.5%, no sharp cut-off; inactive = mostly below about 7.6%;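 note: 0% = cells with vehicle only and 100% = reference agonist; strong numbers were not always called active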
CDK5 inh: inhibitors of human CDK5/p35 kinase, primary screen, biochemical, single concentration; Cyclin-dependent kinase 5 (Homo sapiens) + Cyclin-dependent kinase 5 activator 1 (Homo …; AID 488839, 2010; inhibition, % at 10 µM; actives 0.01% (n = 330,000); Recombinant CDK5/p35, ADP-Glo luminescence, 60 min;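 active = highest replicate inhibition of at least 50% and at least 75% of replicates reaching 50%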;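 note: plate controls were DMSO neutral control for no effect and GW8510 at 10 µM for full effect; many of its hits are not listed in these tables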
Target sequence (Q00535 whole entry, looked up): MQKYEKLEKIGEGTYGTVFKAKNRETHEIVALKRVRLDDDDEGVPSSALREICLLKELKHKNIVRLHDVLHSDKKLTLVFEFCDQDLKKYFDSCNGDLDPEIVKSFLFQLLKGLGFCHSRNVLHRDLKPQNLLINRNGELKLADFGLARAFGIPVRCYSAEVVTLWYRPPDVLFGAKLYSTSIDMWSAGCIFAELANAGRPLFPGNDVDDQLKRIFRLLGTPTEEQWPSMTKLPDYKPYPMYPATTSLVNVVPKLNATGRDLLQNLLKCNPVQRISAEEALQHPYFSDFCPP
Target sequence (Q15078 whole entry, looked up): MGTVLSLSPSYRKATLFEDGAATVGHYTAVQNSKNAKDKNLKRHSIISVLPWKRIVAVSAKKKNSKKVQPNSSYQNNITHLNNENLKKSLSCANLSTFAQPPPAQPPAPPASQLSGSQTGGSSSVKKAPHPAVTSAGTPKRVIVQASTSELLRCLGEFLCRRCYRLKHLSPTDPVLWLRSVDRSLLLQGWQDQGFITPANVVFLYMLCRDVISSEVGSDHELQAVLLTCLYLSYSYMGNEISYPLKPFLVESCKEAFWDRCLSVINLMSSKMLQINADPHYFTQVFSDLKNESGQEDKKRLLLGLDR
* = called active by the depositor; / = not tested or not shown. Outcome played no part in choosing rows, and some 4.4% of all compounds hit somewhere here.

SMILES | MITF TRPM1 HTS | PvdQ acylase | Rtt109 Vps75 | dFosB act | SR-BI DiI inh | RTF Ca sens act | Wnt act | SR-BI uptake up | HTR5A ag | CDK5 inh
COC(=O)C1C(c2ccc(OC)cc2)Nc2nnc(C(F)(F)F)n2C1(C)O (stereo not drawn) | -12 | -13 | -3 | -7 | -17 | 0 | 1 | 17 | 1 | -1.0
CCc1nc(N)c(C#N)c(-c2ccccc2OC)c1C | 5 | 5 | -3 | 4 | -3 | -6 | 1 | 3 | 7 | 0.8
O=C(Nc1nc2ccccc2n1CCN1CCCCC1)C1CCCCC1 | -13 | 5 | 0 | -4 | 3 | -1 | / | -3 | / | -1.4
Cc1ccc(S(=O)(=O)NCC(=O)Nc2ccc3c(c2)OCO3)cc1 | 9 | -7 | -1 | 2 | / | -7 | 0 | / | -8 | -1.3
CC(C)(C)c1ccc(-c2ncccc2O)cc1 | 42 | -5 | -13 | 3 | -1 | 4 | 1 | 1 | 1 | -0.1
CCn1c(SCC(=O)NC2CCCCC2)nnc1-c1cccnc1 | 1 | -9 | -4 | -3 | -13 | 1 | -1 | 13 | -1 | 0.8
O=C(O)C1(c2ccccc2)CCN(S(=O)(=O)c2ccccc2)CC1 | -4 | 3 | -6 | 2 | -2 | -8 | -2 | 2 | -1 | -0.6
O=C(OCC(=O)c1ccc(Cl)s1)c1ccccn1 | -10 | -10 | -6 | -2 | -22 | 3 | 0 | 22 | 2 | 2.3
Cc1cc(Cl)ccc1OCCCC(=O)N1CCN(C(=O)c2ccco2)CC1 | 10 | 4 | 5 | -6 | -2 | 0 | / | 2 | 3 | 0.4
O=C(CCCn1c(SCC(=O)NCC2CCCO2)nc2ccccc2c1=O)NCc1ccccc1 (stereo not drawn) | 1 | 9 | -12 | -3 | -7 | 0 | / | 7 | -12 | 1.6
Cc1ccc(C(=O)NC(=S)NCc2cccnc2)c(C)c1 | -9 | -15 | -41 | -8 | -1 | 0 | 0 | 1 | -1 | 2.6
CCCCS(=O)(=O)N1CCC(C(=O)Oc2ccccc2OC)CC1 | / | 3 | 7 | -2 | 7 | -1 | -1 | -7 | 2 | 2.0
Cc1ccc(-c2nnc3ccc(SCC(=O)Nc4cc(C)on4)nn23)cc1 | -3 | -18 | 7 | -9 | 41 | -8 | -5 | -41 | -3 | -2.4
CCCC(=O)Nc1nnc(-c2cccc(OCC)c2)s1 | 44 | -1 | -5 | 1 | 9 | -12 | 24 | -9 | 1 | 0.1
Cc1cccc2nc3c(nc12)-c1ccccc1C3=O | / | -12 | -8 | -4 | -3 | -7 | 1 | 3 | 0 | 0.1
O=C(COC(=O)c1ccc([N+](=O)[O-])o1)Nc1cccc2ccccc12 | -6 | 9 | 10 | 1 | -2 | 11 | 0 | 2 | 6 | 1.2
O=C(Nc1cc(S(=O)(=O)N2CCOCC2)ccc1OCC(F)(F)F)C1=COCCO1 | 5 | 1 | 25 | -7 | -19 | -2 | -2 | 19 | 2 | -0.2
COc1ccc(OC)c(NC(=O)CCNC(=O)Cn2cnc3ccccc3c2=O)c1 | -7 | -8 | 2 | 5 | -4 | 0 | -1 | 4 | 1 | 0.2
N#Cc1c(-c2ccccc2)ccnc1N1CCOCC1 | 6 | -12 | -10 | -3 | 2 | 2 | 1 | -2 | -2 | -1.5
Cn1c(N2CCCCC2)nc2c1c(=O)n(Cc1cccc(Br)c1)c(=O)n2C | -5 | -11 | 6 | 6 | -14 | 1 | / | 14 | 2 | -0.9
Cc1ccccc1OCC(=O)OCC(=O)NCc1cccs1 | -5 | -12 | -38 | -3 | -18 | -1 | / | 18 | 0 | -1.8
Cc1ccc(C)c(S(=O)(=O)NCC(c2ccc3c(c2)OCO3)N2CCOCC2)c1 (stereo not drawn) | 11 | -13 | 1 | -3 | -29 | -3 | -1 | 29 | -1 | 1.0
O=C1[C@@H]2[C@H](C(=O)N1Cc1ccco1)[C@H]1C=C[C@@H]2C1 | -3 | -8 | -2 | -8 | -12 | 5 | 19 | 12 | 2 | 0.0
CC1(C)CCCN(C(=O)N2c3ccccc3Sc3ccccc32)C1 | -4 | 7 | 9 | -3 | 2 | -9 | / | -2 | -4 | 0.4
CCOc1ccc(CCn2c(-c3ccco3)nc3ccccc3c2=O)cc1OCC | 3 | 7 | 4 | -6 | 40 | 2 | 1 | -35 | 10 | 1.4
Cc1ccc(S(=O)(=O)/N=C(/c2ccc(F)cc2)N2CCOCC2)cc1 | -2 | -14 | -15 | -4 | -25 | 0 | 3 | 25 | 5 | -1.9
COC(=O)c1cccc(N2C(=O)C3CC=CCC3C2=O)c1 (stereo not drawn) | 2 | -8 | -6 | 5 | 0 | 6 | -7 | 0 | 1 | -0.6
N#Cc1cc(N)c(Nc2ccccc2)cc1C#N | -5 | 9 | -5 | 6 | / | -3 | / | / | -2 | 0.2
Cc1cccc(CN2CCC(N3CC(C)OC(C)C3)CC2)c1 (stereo not drawn) | / | -16 | -3 | -10 | 6 | -10 | -2 | -6 | 3 | 1.9
CN1CCc2nc(SCc3ccc(C(C)(C)C)cc3)c(C#N)cc2C1 | 2 | -4 | 2 | -5 | 12 | 1 | / | -12 | 1 | -1.1
CCOCCn1c(SC)nc2c1c(=O)[nH]c(=O)n2C | / | -8 | 1 | -8 | -2 | 2 | -5 | 2 | -5 | -2.5
COc1ccc(NC(=O)C2C(=O)N(C)C3(C)CC2c2ccccc2O3)cc1 (stereo not drawn) | -10 | -13 | -4 | 2 | 4 | 2 | 6 | -4 | 14 | -0.5
CCN1CCN(C(=S)Nc2ccc3nc4n(c(=O)c3c2)CCCCC4)CC1 | -15 | 11 | 7 | -9 | 2 | 6 | 2 | -2 | 9 | 3.2
Cn1cc(CCNC(=O)CC2C(=O)NCCN2CC(c2ccccc2)c2ccccc2)cn1 (stereo not drawn) | 0 | 3 | 1 | -9 | -7 | 1 | -3 | 7 | 3 | -0.8
CCCCc1cc2c(s1)CCCC/C2=N/O | 7 | -12 | -6 | 4 | -24 | 0 | 2 | 24 | 7 | -0.1
CC(C)NC(=O)N(C)C[C@H]1Oc2c(NC(=O)Nc3ccc(C(F)(F)F)cc3)cccc2C(=O)N([C@H](C)CO)C[C@@H]1C | -1 | -14 | 12 | -3 | -16 | -7 | -3 | 16 | 3 | -0.1
COc1cccc(CN2CCCC(C(=O)N3CCCCC3)C2)c1OC (stereo not drawn) | / | -18 | -18 | -5 | 6 | 0 | / | -6 | 3 | 1.4
COc1ccc(OCC(=O)Nc2ccc(N3CCN(Cc4ccccc4F)CC3)cc2)cc1 | -6 | -1 | 1 | -5 | 51 | -6 | 0 | -51 | -2 | -0.5
CCCCCCC(C)n1[nH]c(=O)c2c(C)cc(=O)[nH]c21 (stereo not drawn) | -14 | 0 | -6 | 1 | -43 | -7 | -1 | 43 | -3 | 2.3
COc1ccc(OC)c(S(=O)(=O)NCC(c2ccco2)N2CCc3ccccc3C2)c1 (stereo not drawn) | 1 | -10 | 5 | -6 | -17 | -6 | -2 | 17 | 0 | -0.8

Arranged by heavy-atom count (lowest first): 3 of the compounds above.
SMILES | MITF TRPM1 HTS | PvdQ acylase | Rtt109 Vps75 | dFosB act | SR-BI DiI inh | RTF Ca sens act | Wnt act | SR-BI uptake up | HTR5A ag | CDK5 inh
CCCCc1cc2c(s1)CCCC/C2=N/O | 7 | -12 | -6 | 4 | -24 | 0 | 2 | 24 | 7 | -0.1
COc1cccc(CN2CCCC(C(=O)N3CCCCC3)C2)c1OC (stereo not drawn) | / | -18 | -18 | -5 | 6 | 0 | / | -6 | 3 | 1.4
Cn1cc(CCNC(=O)CC2C(=O)NCCN2CC(c2ccccc2)c2ccccc2)cn1 (stereo not drawn) | 0 | 3 | 1 | -9 | -7 | 1 | -3 | 7 | 3 | -0.8

Next section
SMILES | MITF TRPM1 HTS | PvdQ acylase | Rtt109 Vps75 | dFosB act | SR-BI DiI inh | RTF Ca sens act | Wnt act | SR-BI uptake up | HTR5A ag | CDK5 inh
COc1cc2nc(C3CCC3)n(NC(=O)c3ccco3)c(=O)c2cc1OC | -6 | -9 | -1 | -6 | -11 | 2 | -4 | 11 | -3 | -0.4
CCOC(=O)CCc1c(C)n(CC)c2cc(-c3ccccc3OC)nn2c1=O | -1 | 5 | 2 | -18 | / | -5 | / | / | 0 | -2.1
COc1ccc(CC(=O)Nc2ccc(F)c(F)c2F)cc1S(=O)(=O)N1CCOCC1 | 3 | -13 | 1 | -12 | 25 | 0 | 1 | -25 | -3 | -6.5
Cc1cccc(NC(=O)Cn2nc(-c3cccs3)ccc2=O)c1C | 13 | -4 | -3 | 0 | -4 | -3 | 1 | 4 | -3 | -1.3
CCOC(=O)c1c(S(=O)(=O)NCC(=O)Nc2cc(C)ccn2)c(C)n(C)c1C | 5 | 2 | 5 | -8 | -11 | -3 | 0 | 11 | 2 | -1.1
CCCCN1C=C(C(=O)c2ccccc2)C(=O)CC1 | 12 | 13 | -6 | 1 | -7 | -8 | -3 | 7 | 2 | 11
COc1ccc(N2CCN(c3ccnc4cc(Cl)ccc34)CC2)cc1 | -5 | -7 | -8 | -15 | 48 | -4 | -2 | -48 | -2 | 1.9
COc1ccc(N(C)C(=O)C2CCN(S(=O)(=O)c3cccc4nonc34)CC2)c(OC)c1 | 5 | -6 | 1 | -12 | 0 | -8 | -3 | 0 | -1 | 0.1
Cc1ccc(S(=O)(=O)N2CCOCC2)cc1NC(=O)CSc1n[nH]c(N)n1 | -3 | -11 | -2 | -6 | 4 | -5 | -1 | -4 | -1 | 1.5
O=C(Oc1ccc(N(C(=O)c2ccncc2)S(=O)(=O)c2cccs2)cc1)c1ccncc1 | -2 | -13 | 1 | -5 | -6 | 3 | 0 | 6 | 6 | 0.2
CN(C)CCn1c2c(c(SCC(=O)N3CCc4ccccc43)nc1=O)CCCC2 | -1 | -11 | -6 | -4 | 9 | -6 | 7 | -9 | -3 | -0.3
CCN(CC)S(=O)(=O)c1cc(NC(=O)CSc2n[nH]c(N)n2)ccc1C | 3 | -33 | -10 | -5 | -13 | 3 | 15 | 13 | -2 | -7.6
CC(=O)c1ccc(NS(=O)(=O)Cc2ccc(Cl)cc2)cc1 | 2 | -10 | -7 | -7 | 0 | -3 | / | 0 | 0 | 1.4
COC(=O)c1c(-n2c(C)cc(C=O)c2C)sc2c1CCCC2 | -4 | -7 | 2 | -3 | 22 | 6 | -3 | -22 | -4 | -2.1
Cc1ccccc1NS(=O)(=O)c1ccc(C(=O)NCCCN2CCOCC2)cc1 | -2 | 9 | 45 | -5 | 7 | -5 | 0 | -7 | 2 | 0.8
